Pf Dd2 inh: blocks growth of Plasmodium falciparum Dd2 parasites; P. falciparum Dd2 growth, SYBR Green, 72 h; stronger effect = lower value; activity change, % at 10 µM; hit rate 2.3% among 94,000; in the data active = activity change below about -80%; inconclusive = no clear call, values can overlap the other calls
KDM4C inh: KDM4C (human) demethylase inhibition. inhibition, % at 12.5 µM. hit rate 0.15% among 96,000. Q9H3R0. GST-KDM4C 2-372, H3K9me3 peptide, LANCE TR-FRET;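 active = mean replicate inhibition above about 25%, with at least 55% of replicates also reaching it, limit read from the data, passing the limit was not always enough; inconclusive = only one of those two conditions met; inactive = neither condition met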
Target sequence (Q9H3R0 2-372 limits assumed): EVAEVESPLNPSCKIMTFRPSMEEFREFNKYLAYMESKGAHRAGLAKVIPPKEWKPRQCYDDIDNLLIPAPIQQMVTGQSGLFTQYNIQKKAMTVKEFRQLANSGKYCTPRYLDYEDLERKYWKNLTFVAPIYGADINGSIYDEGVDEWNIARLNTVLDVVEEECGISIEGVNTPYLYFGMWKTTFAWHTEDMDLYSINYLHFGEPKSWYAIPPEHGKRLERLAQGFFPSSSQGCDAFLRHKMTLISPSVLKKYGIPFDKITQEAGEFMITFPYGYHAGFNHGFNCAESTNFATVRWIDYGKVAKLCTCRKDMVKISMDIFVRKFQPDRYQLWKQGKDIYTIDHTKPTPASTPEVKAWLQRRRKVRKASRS
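Material: GST-tagged GASC-1 (JMJD2C) catalytic fragment, aa 2-372. Input: enzyme final amount 10 nM. Medium: HEPES buffer, pH 7.5, plus ascorbate. Reagent: H3K9me3 peptide substrate, Fe(II), 2-oxoglutarate. Doses: single dose. Times: reaction 30 min RT, detection step 1 h RT. Measured by: LANCE TR-FRET. Evaluation: Fall in 671/618 emission ratio as inhibition.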
C diff HTS: inhibitors of Clostridium difficile growth | Clostridium difficile clinical isolate growth, OD600, 24 h; stronger effect = lower value | growth activity, negative = inhibition, % at 16 µg/mL (by protocol) | hit rate 0.25% among 86,000 | AID 1259249;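 active = mean growth activity at or below -80% and every replicate also at or below -80%; inconclusive = mean at or below -80% but some replicate above -80%; inactive = mean growth activity above -80%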;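 also: 0% = DMSO wells and -100% = levofloxacin 16 µg/mL wells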
Tcruzi prolif: T. cruzi proliferation inhibition. T. cruzi beta-gal in NIH3T3, GalScreen luminescence, 90 h. inhibition, % at 8.34 µM. hit rate 5.9% among 77,000. AID 624255;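 active = mean inhibition above about 93%, with at least 55% of replicates each passing it, limit read from the data, passing the limit was not always enough; inconclusive = only one of those two conditions holds; inactive = neither condition holds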
An asterisk follows results filed as active; ? = inconclusive; · = not tested or not shown; & = joins results of further samples. Not a hit list (roughly 7.2% active in at least one column).

molecule	Pf Dd2 inh	KDM4C inh	C diff HTS	Tcruzi prolif
N#C[C@@H]1[C@@H](c2ccc(-c3cncnc3)cc2)[C@H](CO)N1C(=O)C1CCCC1	38	-4.4	-6	63
COc1ccccc1CN1[C@@H]2CN(C(=O)c3cccnc3)c3ccccc3[C@@H]2[C@@H]1CO	-1	4.5	-2	27
C[C@H]1CN([C@@H](C)CO)C(=O)c2cc(NC(=O)Nc3ccccc3)ccc2O[C@@H]1CN(C)C(=O)Nc1cccc2ccccc12	-12	1.4	-4	-6
C[C@H]1CCCCO[C@@H](CN(C)C(=O)Nc2ccc(F)cc2)[C@@H](C)CN([C@@H](C)CO)C(=O)c2cc(NS(=O)(=O)c3cccs3)ccc2O1	-57	-1.3	3	47
CN1C(=O)c2cc(NC(=O)Cc3cccs3)ccc2OC[C@H]2O[C@@H](CC(=O)NCc3ccc(-c4ccccc4)cc3)CC[C@H]21	-12	-2.2	10	54
O=C(C[C@@H]1CC[C@@H]2[C@H](COC[C@H](O)CN2S(=O)(=O)c2ccc(F)cc2)O1)NCc1ccncn1	7	-0.2	·	28
COc1ccccc1-c1ccc2n(c1=O)C[C@H]1[C@H](CO)[C@@H](C(=O)N(C)C)N[C@@H]21	·	0.7	7	70
COCC#Cc1cnc2c(c1)C(=O)N([C@@H](C)CO)C[C@H](C)[C@@H](CN(C)C(=O)Nc1c(C)noc1C)O2	19	0.2	2	2
C[C@@H]1CN([C@H](C)CO)S(=O)(=O)c2ccc(/C=C/c3ccccc3)cc2O[C@@H]1CN(C)C(=O)c1ccccc1	-61	·	5	123*
N#C[C@H]1[C@@H](c2ccc(C3=CCCCC3)cc2)[C@@H](CO)N1C(=O)NC1CCCCC1	-4	0.2	1	101*
Cc1ccc(S(=O)(=O)Nc2ccc3c(c2)C(=O)N([C@@H](C)CO)C[C@H](C)[C@@H](CN(C)Cc2ccc(C(F)(F)F)cc2)OCCCC[C@@H](C)O3)cc1	-61	0.3	62	·
COc1ccc(S(=O)(=O)Nc2ccc3c(c2)C(=O)N([C@@H](C)CO)C[C@@H](C)[C@@H](CN(C)C(=O)CCCN(C)C)OCCCC[C@@H](C)O3)cc1	26	17	-3	27
COc1ccc2c3c([nH]c2c1)[C@@H](CO)N(C(=O)Nc1ccc(F)cc1)CC31CN(Cc2nccs2)C1	-13	0.3	-10	·
Cc1ccccc1-c1ccc2c(c1)O[C@H](CN(C)Cc1ccncc1)[C@@H](C)CN([C@H](C)CO)S2(=O)=O	-68	1.6	5	94
C[C@@H]1CN([C@@H](C)CO)C(=O)Cc2cc(NC(=O)Nc3cccc4ccccc34)ccc2O[C@H]1CN(C)C(=O)Nc1ccc(C(F)(F)F)cc1	-26	-2.7	4	31
C[C@@H]1CCCCO[C@@H](CN(C)S(=O)(=O)c2cccs2)[C@H](C)CN([C@H](C)CO)C(=O)c2cc(NC(=O)Cc3ccccc3)ccc2O1	-59	0.1	9	-41
COc1ccccc1NC(=O)N[C@@H]1CC[C@@H](CCNS(=O)(=O)c2ccccc2)O[C@@H]1CO	-12	-1.1	·	-23
CC(C)OC(=O)N(C)C[C@H]1OCc2ccccc2-c2ccccc2C(=O)N([C@H](C)CO)C[C@@H]1C	-17	0.3	-1	20
O=C(CC1CC1)N1CC(=O)N2[C@H](CO)[C@@H](c3ccc(-c4cccnc4)cc3)[C@H]2C1	13	-0.5	-10	·
O=C(C[C@@H]1C=C[C@H](NC(=O)C2CCC2)[C@@H](CO)O1)NCC1CC1	7	-0.6	0	12
C[C@H](CO)N1C[C@H](C)[C@@H](CN(C)S(=O)(=O)c2ccc(Cl)cc2)Oc2ccc(NC(=O)CCCN(C)C)cc2C1=O	-7	3.4	0	-24
C[C@H]1CN([C@@H](C)CO)C(=O)Cc2cc(NS(=O)(=O)c3cccs3)ccc2O[C@@H]1CN(C)Cc1ccc(C(=O)Nc2ccccc2N)cc1	-34	-1.1	8	·
CO[C@H]1CN(C)C(=O)c2cc(NC(=O)Nc3ccc4c(c3)OCO4)ccc2OC[C@H](C)NC[C@H]1C	45	3.4	·	·
C[C@@H]1CN([C@@H](C)CO)C(=O)Cc2cc(NC(=O)Nc3ccc4c(c3)OCO4)ccc2O[C@H]1CN(C)Cc1ccc(C(F)(F)F)cc1	-16	9.2	3	64
COc1ccc(S(=O)(=O)Nc2ccc3c(c2)C(=O)N([C@@H](C)CO)C[C@@H](C)[C@@H](CN(C)C(=O)Nc2c(C)noc2C)OCCCC[C@H](C)O3)cc1	20	3.4	2	7
COc1ccc(NC(=O)N(C)C[C@H]2Oc3ccc(NS(C)(=O)=O)cc3C(=O)N([C@H](C)CO)C[C@H]2C)cc1	14	0.9	·	87
Cc1ccc(-c2ccc([C@@H]3[C@H](CO)N4CCCCN(Cc5ccccn5)C[C@@H]34)cc2)cc1	4	0.6	-9	50
C[C@@H]1CN([C@H](C)CO)C(=O)c2cc(NC(=O)Nc3cccc4ccccc34)ccc2O[C@@H](C)CCCCO[C@@H]1CN(C)C(=O)c1ccccc1	-69	11	1	25
COc1ccc(CN2C[C@H](C)[C@@H](OC)CN(C)C(=O)c3ccc(NC(=O)c4nc5ccccc5s4)cc3OC[C@H]2C)cc1	-52	-1.7	5	?
C[C@@H]1CN([C@H](C)CO)C(=O)c2cccc(NC(=O)C3CCOCC3)c2O[C@H]1CN(C)S(C)(=O)=O	19	5.2	-2	-21
Cc1ccc(S(=O)(=O)Nc2cccc3c2O[C@H](CN(C)S(=O)(=O)c2ccc(C)cc2)[C@H](C)CN([C@H](C)CO)C3=O)cc1	-14	-0.2	-26	37
CS(=O)(=O)N1CC2(C1)[C@H](c1ccccc1)[C@@H](CO)N2Cc1ccccn1	1	-0.4	0	·
C[C@@H]1CN([C@@H](C)CO)C(=O)c2cc(NC(=O)C3CCCCC3)ccc2O[C@@H](C)CCCCO[C@@H]1CN(C)Cc1ccc(C(F)(F)F)cc1	-13	-0.4	6	?
CCNC(=O)c1cc2c(c(-c3cccc(-c4ccncc4)c3)n1)[C@H](CCO)N(S(=O)(=O)CC)C2	-7	-0.1	3	·
Cc1ccc(S(=O)(=O)N(C)C[C@H]2OCCCC[C@@H](C)Oc3ccc(NC(=O)CCC(F)(F)F)cc3C(=O)N([C@H](C)CO)C[C@H]2C)cc1	-50	-2.5	·	·
O=C(NC[C@H]1N[C@@H](CO)[C@H]1c1ccc(-c2ccccc2F)cc1)c1ccccn1	-46	-1.6	29	38
Cc1ccccc1S(=O)(=O)N[C@H]1CC[C@H](CCn2cc(Cc3ccccc3)nn2)O[C@@H]1CO	-48	-0.4	-5	-7
CC(=O)N1[C@@H]2Cn3c(ccc(-c4ccncc4)c3=O)[C@H]1[C@@H](C(=O)NC1Cc3ccccc3C1)[C@@H]2CO	2	-1.5	1	19
COc1cccc(CNC(=O)C[C@H]2CC[C@@H](NC(=O)C3CC3)[C@@H](CO)O2)c1	8	4.8	-1	·
O=C(c1ccc2c(c1)OCO2)N1CC(=O)N2[C@H](C1)[C@@H](c1ccc(C#CCC3CCCC3)cc1)[C@@H]2CO	-36	-2.3	31	·
O=C(C[C@@H]1CC[C@H]2[C@@H](COC[C@H](O)CN2Cc2nccs2)O1)NCc1ccc(Cl)cc1	7	2.6	·	8
C[C@@H]1CN([C@H](C)CO)C(=O)c2cc(NS(=O)(=O)c3cn(C)cn3)ccc2O[C@@H]1CN(C)Cc1ccc(Oc2ccccc2)cc1	9	-0.3	·	43
Cc1noc(C)c1NC(=O)Nc1ccc2c(c1)CC(=O)N([C@H](C)CO)C[C@H](C)[C@@H](CN(C)C)O2	11	-0.6	-2	·
COc1ccc(NC(=O)N2C[C@@H](O)COC[C@H]3O[C@H](CC(=O)N4CCOCC4)CC[C@@H]32)cc1	8	-0.2	·	15
N#Cc1ccc(-c2ccc([C@H]3[C@@H](CO)N4CCCCN(S(=O)(=O)c5ccccc5)C[C@H]34)cc2)cc1	-54	0.1	15	117*
C[C@@H]1CCCCO[C@@H](CN(C)S(C)(=O)=O)[C@@H](C)CN([C@H](C)CO)C(=O)c2cc(NS(=O)(=O)c3ccccc3)ccc2O1	3	-0.3	-9	20
Cc1ccc(-c2cnc3c(c2)C(=O)N([C@@H](C)CO)C[C@@H](C)[C@H](CN(C)C)O3)cc1	18	-1.0	-1	-15
C[C@H](CO)N1C[C@H](C)[C@@H](CN(C)C(=O)Nc2ccc(C(F)(F)F)cc2)OCc2cn(nn2)CCCC1=O	-6&13	1.1	1	-2&10
O=C(C1CCC1)N1CC[C@@H]2[C@H]1c1cc(-c3cccc(F)c3)ccc1N[C@@H]2CO	13	0.5	-14	101*
CC(=O)N1[C@@H](CO)[C@@H](c2ccccc2)C12CN(Cc1cc(F)ccc1F)C2	5	0.6	-5	·

In a second layout: four of the compounds above.
CC(=O)N1[C@@H](CO)[C@@H](c2ccccc2)C12CN(Cc1cc(F)ccc1F)C2
  Pf Dd2 inh: 5 | KDM4C inh: 0.6 | C diff HTS: -5 | Tcruzi prolif: ·
O=C(C[C@@H]1CC[C@H]2[C@@H](COC[C@H](O)CN2Cc2nccs2)O1)NCc1ccc(Cl)cc1
  Pf Dd2 inh: 7 | KDM4C inh: 2.6 | C diff HTS: · | Tcruzi prolif: 8
N#Cc1ccc(-c2ccc([C@H]3[C@@H](CO)N4CCCCN(S(=O)(=O)c5ccccc5)C[C@H]34)cc2)cc1
  Pf Dd2 inh: -54 | KDM4C inh: 0.1 | C diff HTS: 15 | Tcruzi prolif: 117*
C[C@@H]1CCCCO[C@@H](CN(C)S(C)(=O)=O)[C@@H](C)CN([C@H](C)CO)C(=O)c2cc(NS(=O)(=O)c3ccccc3)ccc2O1
  Pf Dd2 inh: 3 | KDM4C inh: -0.3 | C diff HTS: -9 | Tcruzi prolif: 20

Next entries follow:
molecule	Pf Dd2 inh	KDM4C inh	C diff HTS	Tcruzi prolif
COc1ccc(NC(=O)Nc2ccc3c(c2)C(=O)N([C@@H](C)CO)C[C@H](C)[C@H](CN(C)S(=O)(=O)c2ccc(C)cc2)OCCCC[C@H](C)O3)cc1	-74	2.6	·	104*
C[C@H](CO)N1C[C@H](C)[C@@H](CN(C)C(=O)C2CCCCC2)Oc2ncc(C#CC3CCCC3)cc2C1=O	-45	-1.2	-8	71
C[C@@H]1CN([C@H](C)CO)C(=O)c2cc(NC(=O)Nc3ccccc3)ccc2O[C@H]1CN(C)Cc1ccc2c(c1)OCO2	18	9.5	-7	-73
CC(C)C#Cc1cnc2c(c1)C(=O)N([C@H](C)CO)C[C@@H](C)[C@H](CN(C)C(=O)Nc1cccc(F)c1)O2	-39	5.0	·	91
C[C@@H]1CCCCO[C@@H](CN(C)CC2CCCCC2)[C@H](C)CN([C@@H](C)CO)C(=O)c2cc(NS(C)(=O)=O)ccc2O1	17	2.6	7	34
OC[C@H]1[C@@H](c2ccc(C#CC3(O)CCCC3)cc2)[C@H]2CN(Cc3ccncc3)CCCCN21	0	1.1	0	5
C[C@@H]1CCCCO[C@@H](CN(C)S(=O)(=O)c2ccc(F)cc2)[C@@H](C)CN([C@@H](C)CO)C(=O)c2cc(NS(=O)(=O)c3cn(C)cn3)ccc2O1	-16	-5.3	-1	·
CNC[C@H]1Oc2c(NS(C)(=O)=O)cccc2C(=O)N([C@@H](C)CO)C[C@H]1C	11	3.9	0	-16
CCCNC(=O)N1[C@H](CO)[C@@H](c2ccccc2-c2ccc(OC)cc2)[C@@H]1C#N	-20	23	4	·
C[C@@H]1CN([C@H](C)CO)C(=O)CCCn2nncc2CO[C@H]1CN(C)C(=O)C1CCCCC1	22	·	·	0
COc1cccc(-c2ccc3c(c2)O[C@@H](CN(C)C(=O)c2ccccc2F)[C@H](C)CN([C@@H](C)CO)S3(=O)=O)c1	-77	0.0	7	·
CC(C)NC(=O)N[C@@H]1C=C[C@@H](CC(=O)O)O[C@@H]1CO	11	-1.5	-1	-1
C[C@H]1CCCCO[C@H](CN(C)Cc2ccccc2)[C@@H](C)CN([C@@H](C)CO)C(=O)c2cc(NC(=O)Cc3ccccc3)ccc2O1	-37	0.3	1	·
C[C@@H]1CN([C@H](C)CO)C(=O)Cc2cc(NC(=O)c3ccncc3)ccc2O[C@H]1CN(C)C(=O)Nc1ccccc1	-33	·	39&-5	·
C[C@@H]1CN([C@@H](C)CO)C(=O)c2cc(NS(=O)(=O)c3ccc(Cl)cc3)ccc2O[C@H]1CN(C)Cc1ccncc1	10	0.9	1	27
C[C@@H]1CN([C@H](C)CO)C(=O)CCCn2cc(nn2)CO[C@H]1CN(C)CC1CCCC1	6	1.2	·	-5
COc1cccc(C#Cc2ccc3c(c2)O[C@@H](CN(C)C(C)=O)[C@@H](C)CN([C@@H](C)CO)S3(=O)=O)c1	-71	-1.5	-15	33

Screens: PubChem, Broad Institute
